PHOSPHO1 block = inhibitors of human PHOSPHO1 phosphatase; Q8TCT1; recombinant PHOSPHO1, absorbance phosphatase assay; inhibition, % at 13.3 µM; actives 1.1% (n = 290,000); AID 1565; in the data active = inhibition above about 60%
Target sequence (Q8TCT1 whole entry, looked up): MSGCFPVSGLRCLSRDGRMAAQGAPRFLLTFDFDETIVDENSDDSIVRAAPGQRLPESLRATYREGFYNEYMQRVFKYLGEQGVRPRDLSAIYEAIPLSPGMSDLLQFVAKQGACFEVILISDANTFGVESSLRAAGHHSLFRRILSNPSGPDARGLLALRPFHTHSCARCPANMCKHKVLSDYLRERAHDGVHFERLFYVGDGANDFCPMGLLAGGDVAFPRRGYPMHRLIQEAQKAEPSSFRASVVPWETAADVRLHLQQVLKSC
UBC9 SUMO inh = SUMOylation inhibition; P63279; HTRF SUMOylation assay, SAE1/SAE2 + UBC9, in vitro; inhibition, % at 35 µM; actives 0.36% (n = 290,000); AID 2006; in the data active = inhibition above about 50%, passing the limit was not always enough; note: strong numbers were not always called active
Target sequence (P63279 whole entry, looked up): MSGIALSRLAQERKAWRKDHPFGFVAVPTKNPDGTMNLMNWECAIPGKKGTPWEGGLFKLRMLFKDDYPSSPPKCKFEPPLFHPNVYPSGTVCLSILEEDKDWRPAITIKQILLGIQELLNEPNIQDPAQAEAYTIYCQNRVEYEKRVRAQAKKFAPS
DNA FID counter = fluorescent intercalator displacement, NS3 helicase counter-screen; inhibition, % at 7.9 µM; actives 0.17% (n = 290,000); DNA fluorescent intercalator displacement, fluorescence; AID 1845; in the data active = inhibition above about 37%;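 note: 0% = vehicle and 100% = reference compound; higher means more ethidium bromide displaced from hairpin DNA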
HCV NS3 hel inh = inhibitors of Hepatitis C virus NS3 helicase | AID 1800 | actives 0.56% (n = 290,000) | NS3 helicase DNA unwinding, Cy5 molecular beacon fluorescence | inhibition, % at 10.9 µM;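 active = inhibition above the mean of all tested compounds plus 3 SD, set per campaign, cut at about 35% in these data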;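 note: 0% = DMSO wells and 100% = thioflavine S control wells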
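Material: hepatitis C virus NS3 helicase domain fragment enzyme; measured by: Cy5 fluorescence, 0 and 60 min reads; control set: DMSO and thioflavine S; incubation: 60 min unwinding reaction at 25 °C after ATP addition; read-out basis: % inhibition from 60/0 min fluorescence ratio, DMSO 0%, thioflavine S 100%; repeats: singlicate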
IDE act = IDE (human) activation, cell-based. activation, % at 5.96 µM. HEK cells, FAbeta-B cleavage, fluorescence polarization; 0% vehicle, 100% cell-free pure enzyme wells. P14735. actives 0.073% (n = 340,000);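 active = activation above the mean of all tested compounds plus 3 SD, set per screening campaign, cut at about 17% in these data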
IMP-1 inh = blocks Pseudomonas aeruginosa IMP-1 metallo-beta-lactamase; inhibition, % at 5.6 µM; purified IMP-1, nitrocefin hydrolysis, epi-absorbance fluorescence; actives 0.45% (n = 290,000);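 active = inhibition above the mean plus 3 SD of all compounds in the same screening run, cut at about 4.5% in these data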;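 note: 0% = IMP-1 with DMSO and 100% = DMSO wells lacking enzyme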
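System: Purified IMP-1 | Read-out basis: Percent enzyme inhibition | Controls: IMP-1 with DMSO as 0%, enzyme-free DMSO as 100% | Replicates: One well per compound | Doses: 5.6 µM nominal single concentration | Detection: Epi-absorbance fluorescence, 480 nm excitation, 530 nm emission | Incubation: 25 °C, 15 min preincubation, 25 min reaction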
VIM-2 inhibitor = inhibitors of Pseudomonas aeruginosa VIM-2 metallo-beta-lactamase. purified VIM-2, nitrocefin hydrolysis, epi-absorbance fluorescence. inhibition, % at 5.6 µM. actives 0.89% (n = 290,000);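 active = inhibition above the mean of all tested compounds plus 3 SD, cutoff set per screening run, cut at about 7.5% in these data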;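 note: red hydrolysis product quenches plate fluorescence so inhibitors raise well fluorescence; 0% = enzyme with DMSO and 100% = DMSO without enzyme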
MEKK3 PB1 HTS = raises or lowers MEK5 binding to the human MEKK3 PB1 domain; Q99759; bead-based flow cytometry, Alexa488-MEK5 binding to MEKK3; actives lie on both sides; 0 = blocked by unlabeled MEK5, 100 = vehicle; binding response (% of control), % at 10 µM; actives 1.4% (n = 290,000);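 active = binding response more than 3 SD above or below the average of its plate-row segment, actives on both sides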;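 note: Alexa488 bead fluorescence after subtracting the streptavidin-only scavenger bead signal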
Target sequence (Q99759 whole entry, looked up, the tested form may be a part): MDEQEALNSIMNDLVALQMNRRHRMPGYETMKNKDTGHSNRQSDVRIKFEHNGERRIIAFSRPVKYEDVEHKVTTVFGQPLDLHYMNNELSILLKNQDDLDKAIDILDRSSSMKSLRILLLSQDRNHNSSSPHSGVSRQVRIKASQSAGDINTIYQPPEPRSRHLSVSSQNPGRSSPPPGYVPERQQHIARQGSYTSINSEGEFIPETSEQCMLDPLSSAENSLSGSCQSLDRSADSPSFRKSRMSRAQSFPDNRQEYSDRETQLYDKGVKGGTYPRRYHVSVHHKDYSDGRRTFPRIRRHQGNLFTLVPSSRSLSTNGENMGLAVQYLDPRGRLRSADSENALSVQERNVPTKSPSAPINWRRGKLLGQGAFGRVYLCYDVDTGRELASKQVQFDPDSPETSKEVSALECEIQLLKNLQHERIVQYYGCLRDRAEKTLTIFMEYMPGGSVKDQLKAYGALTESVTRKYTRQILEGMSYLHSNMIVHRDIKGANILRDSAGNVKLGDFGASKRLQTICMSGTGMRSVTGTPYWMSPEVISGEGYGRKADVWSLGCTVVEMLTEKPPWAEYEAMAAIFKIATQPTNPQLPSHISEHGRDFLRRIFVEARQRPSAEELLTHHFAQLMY
p-CIP stab down = p/CIP protein destabilization. Q05BA5. F442A p/CIP-EGFP cells, EGFP fluorescence, 16 h. decrease of EGFP signal, % at 10 µM. actives 0.01% (n = 290,000). AID 1984;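 active = EGFP signal decrease of at least 30% at 10 µM or well 3 SD below plate mean, unless failing retest; inactive = the rest, including hits failing retest or dose response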; note: some compounds called inactive have numbers as strong as hits; many of its hits are not listed in these tables
* hit, by the source's call; / = not tested or not shown. Some of the compounds tested, so the mix of outcomes need not match the whole.

SMILES	PHOSPHO1 block	UBC9 SUMO inh	DNA FID counter	HCV NS3 hel inh	IDE act	IMP-1 inh	VIM-2 inhibitor	MEKK3 PB1 HTS	p-CIP stab down
C/C(=N\Nc1c(F)c(F)c(Br)c(F)c1F)c1ccncc1	24	-20	4	-5	-2	-2.7	3.8	101	10
O=[N+]([O-])c1ccc(Cl)cc1N1CCCC1	41	7	0	-4	-5	-1.4	-1.6	98	-2
Cc1c(Cl)cnc(NC(=O)COC(=O)c2ccc3ncsc3c2)c1Cl	-15	16	-7	1	-2	-2.2	1.6	98	-8
CCCc1ccc2c(N)c(C#N)sc2n1	-2	24	-2	-2	3	-3.2	-2.2	105	-15
O=[N+]([O-])c1ccc(Cl)c(/C=N/n2c(C3CCCCC3)n[nH]c2=S)c1	103*	8	-4	-6	-4	0.0	-3.5	101	-11
COc1cccc(N(CC(=O)NCCSc2ccc(Cl)cc2)S(C)(=O)=O)c1	5	-4	-10	-1	4	-0.3	-1.8	102	7
COc1ccc(-c2noc(N3CCC(C(=O)NCCCN4CCCC(C)C4)CC3)n2)cc1 (stereo not given)	39	1	29	-20	5	0.9	-0.9	102	1
CS(=O)(=O)Nc1ccccc1C(=O)O	-1	11	-2	-6	4	0.8	0.3	102	4
CCc1ccc(C2c3[nH]c4ccccc4c3CCN2C(=O)CNC(N)=O)cc1 (stereo not given)	37	16	-21	8	6	-0.8	-2.6	103	-15
CCN(CC)C(=O)Oc1ccc2ccccc2c1Cl	-8	-24	-10	3	6	-5.2	-4.4	107	7
COc1ccccc1OC(C)C(=O)Nc1ccc(S(=O)(=O)N2CCN(C)CC2)cc1 (stereo not given)	40	-6	7	-16	3	0.4	0.7	101	-6
CC1=C(C)CC(C(=O)NCC(=O)c2ccccc2)C(C(=O)O)C1 (stereo not given)	3	7	-1	-3	1	-2.3	-0.6	97	-7
O=C(NCc1ccccc1Cl)C(=O)NCC1OCCCN1S(=O)(=O)c1cccs1 (stereo not given)	38	-5	-27	3	2	-2.2	-2.7	102	9
C=CCn1c(O)c(N=NC(=S)Nc2ccccc2F)c2cc(S(=O)(=O)N3CCOCC3)ccc21	-13	-20	-9	26	1	-3.7	-4.5	95	1
CCN(C(=O)Cn1cc(C(F)(F)F)ccc1=O)c1c(N)n(Cc2ccccc2)c(=O)[nH]c1=O	-2	6	3	3	6	-3.5	-2.3	85	4
CCCCn1c(CN2CCN(C)CC2)nc2ccccc21	4	10	6	9	-5	-2.3	-4.8	93	-15
O=C(COc1cccc2ccccc12)Nc1nc2ccccc2[nH]1	7	5	-13	-4	-3	-3.8	-3.4	107	-9
CCc1ccc(C(=O)COC(=O)C(CCSC)NC(=O)c2ccccc2)cc1 (stereo not given)	13	-6	-19	12	1	-2.3	-3.1	95	-8
COC(=O)c1ccc(NS(=O)(=O)c2cc(C)ccc2OC)cc1	14	1	-9	-6	-2	-1.5	-0.6	102	-9
COC(=O)c1cc(C)sc1NC(=O)CN1CCN(C(=O)c2ccco2)CC1	25	-1	-46	-4	1	-1.7	0.6	92	0

2 records drawn at random from the list so far:
SMILES	PHOSPHO1 block	UBC9 SUMO inh	DNA FID counter	HCV NS3 hel inh	IDE act	IMP-1 inh	VIM-2 inhibitor	MEKK3 PB1 HTS	p-CIP stab down
O=C(NCc1ccccc1Cl)C(=O)NCC1OCCCN1S(=O)(=O)c1cccs1 (stereo not given)	38	-5	-27	3	2	-2.2	-2.7	102	9
CCCCn1c(CN2CCN(C)CC2)nc2ccccc21	4	10	6	9	-5	-2.3	-4.8	93	-15

The results go on.
SMILES	PHOSPHO1 block	UBC9 SUMO inh	DNA FID counter	HCV NS3 hel inh	IDE act	IMP-1 inh	VIM-2 inhibitor	MEKK3 PB1 HTS	p-CIP stab down
CCCCc1ccc(-c2nc(-c3ccncc3)no2)cc1	-12	13	4	-6	1	-1.4	-0.6	106	-18
Clc1cccc(CNc2nc(-c3cccnc3)nc3ccccc23)c1	14	17	-19	-19	-12	-0.8	-1.6	101	-4
COC(=O)C1=C(C)N(Cc2ccccc2)C(=NCc2cccc(C(F)(F)F)c2)N[C@H]1c1cccc(F)c1	-7	-24	31	-103	24*	-4.4	-2.1	108	-2
Cn1ccnc1C(=O)c1ccc(Cl)c(S(=O)(=O)N2CCOCC2)c1	28	-1	-7	13	3	-4.9	-2.6	108	-9
O=C(Cc1cccc2ccccc12)Nc1cccnc1	-10	-8	0	0	3	-4.0	-3.0	98	-4
O=C(COc1ccccc1[N+](=O)[O-])N1CCN(S(=O)(=O)c2ccccc2)CC1	-2	11	-5	-19	5	-2.5	-3.1	104	4
Cn1c(N)c(C(=O)COC(=O)COc2ccc(C#N)cc2)c(=O)n(C)c1=O	37	1	-3	6	5	1.2	0.3	76	1
CC(NC(=O)CCc1ccccc1)c1ccc2c(c1)OCO2 (stereo not given)	-26	-11	-6	-5	5	-1.6	0.7	94	0
CC(=O)Nc1ccc(S(=O)(=O)NNc2ccc([N+](=O)[O-])cc2)cc1	/	7	3	-9	-5	-3.9	0.2	93	15
Cc1ccc(NC(=O)c2cnccn2)cc1	-3	8	-2	-2	0	-2.2	0.1	98	13

3 structures already listed, ordered by molecular weight, high to low:
SMILES	PHOSPHO1 block	UBC9 SUMO inh	DNA FID counter	HCV NS3 hel inh	IDE act	IMP-1 inh	VIM-2 inhibitor	MEKK3 PB1 HTS	p-CIP stab down
Cn1c(N)c(C(=O)COC(=O)COc2ccc(C#N)cc2)c(=O)n(C)c1=O	37	1	-3	6	5	1.2	0.3	76	1
Clc1cccc(CNc2nc(-c3cccnc3)nc3ccccc23)c1	14	17	-19	-19	-12	-0.8	-1.6	101	-4
CC(NC(=O)CCc1ccccc1)c1ccc2c(c1)OCO2 (stereo not given)	-26	-11	-6	-5	5	-1.6	0.7	94	0

Additional structures follow:
SMILES	PHOSPHO1 block	UBC9 SUMO inh	DNA FID counter	HCV NS3 hel inh	IDE act	IMP-1 inh	VIM-2 inhibitor	MEKK3 PB1 HTS	p-CIP stab down
c1ccc(-c2ccccc2OCCCN2CCCCC2)cc1	5	-11	11	-10	5	-2.6	-8.8	116	-9
COC(=O)c1cnc(NNS(=O)(=O)c2ccc(Cl)cc2)nc1C(F)(F)F	12	-4	-9	-3	/	-4.5	-5.2	100	4
COc1cccc(C(=O)n2ccc(-c3cccs3)n2)c1	-5	12	-2	1	3	-1.9	-1.2	95	-7
CC(=O)Nc1nnc(SCc2cc(=O)c(OC(=O)c3ccccc3)co2)s1	36	8	0	18	2	-1.8	-0.8	102	-3
NC(=O)c1ccc(Sc2nnc(-c3cccs3)n2CC2CCCO2)c([N+](=O)[O-])c1 (stereo not given)	0	-12	-3	9	5	-2.9	-1.9	122	2
Cc1ccc(C(C(=O)NC2CCCC2)N(C(=O)Cc2cccs2)c2ccc(C)c(C)c2)o1 (stereo not given)	-6	4	-23	-10	2	0.2	-0.8	99	-6
COc1cc(C(=O)O)ccc1OCc1ccncc1	9	4	-1	6	2	-2.2	-0.6	101	9
COCc1cc(=O)n2[nH]c(C)nc2n1	-10	26	4	2	5	-3.4	-3.2	84	-10
Cc1c(CCC(=O)O)c(=O)oc2cc(OCc3ccccc3Br)ccc12	14	20	-23	-2	0	-2.8	0.1	105	-4
O=C(Nc1ccncc1)c1c(F)cccc1F	14	12	0	0	10	0.2	0.9	90	1
Cn1c(C(=O)N2CCC(C(=O)N3CCN(Cc4ccc5c(c4)OCO5)CC3)CC2)cc2sccc21	10	12	-25	-12	-7	-1.0	-1.8	101	-10
O=C1CC(SC2=NCCS2)C(=O)N1c1ccc(Cl)cc1 (stereo not given)	-4	-5	0	-1	0	-0.6	-1.4	101	8
CCCNC(=O)COC(=O)/C=C/c1ccc(C)o1	37	18	-6	19	1	-3.8	-4.1	101	-8
O=C(COc1cccc2ccccc12)NNC(=O)c1cccs1	26	15	-15	-1	-1	-1.6	-1.5	/	-11
CCOC(=O)C(NC(=O)CC)(Nc1ccc(S(=O)(=O)Nc2cc(C)on2)cc1)C(F)(F)F (stereo not given)	-4	20	-5	2	1	-1.4	-2.4	114	-3
Cc1ccc(C(=O)N/N=C\c2cc3c(cc2Br)OCO3)s1	-7	29	-7	-5	-2	-1.6	-2.6	113	1
CCOC(=O)C1CCCN(CC(=O)Nc2nc(-c3ccccc3)cs2)C1 (stereo not given)	41	-8	-26	-9	-6	-3.7	-2.9	105	-6
COc1ccc2cc(C(=O)C3CCCN(Cc4cccc(C)n4)C3)ccc2c1 (stereo not given)	48	31	7	-13	-1	-3.5	-1.8	101	5
CCCOC(=O)C(C)n1cnc2scc(-c3ccc(C)cc3)c2c1=O (stereo not given)	24	-7	-27	-9	3	-2.1	-2.0	112	-18
CN(C(=O)C(=O)c1cn(CC(=O)N2CCCC2)c2ccccc12)C1CCCCC1	58	6	-38	5	1	-2.3	-2.2	103	0
CCOC(=O)CSc1nnc2n(C3CCCCC3)c(=O)c3c4c(sc3n12)CCCC4	13	18	-5	-4	2	-3.1	-3.5	107	-6
CC(C(=O)c1ccc(-c2ccccc2)cc1)[n+]1cccc(C(N)=O)c1 (stereo not given)	24	13	11	-14	-8	-4.6	0.7	107	-7
O=c1[nH]c2ccc(Cl)cc2c(-c2ccccc2)c1SC(=S)N1CCCCC1	54	-70	-8	11	-6	-3.8	-5.8	100	5
CNC(=O)COc1ncnc2scc(-c3ccc(F)cc3)c12	-13	8	-1	1	-3	-2.5	-2.5	94	-5
N#CC1=C(SCc2ccc(C#N)cc2)N=C(N)C(c2nc(-c3ccccc3)cs2)C12CCCCC2 (stereo not given)	23	-1	8	-4	2	-2.9	-3.1	103	-2
COC(=O)c1cc(Cc2ccc(N)c(C(=O)OC)c2)ccc1N	19	8	-14	-7	5	-2.4	-2.8	99	7
CCC/C(O)=C1\C(=O)CC(C)(C)CC1=Nc1cccc([N+](=O)[O-])c1	38	5	-22	-6	3	-2.3	-1.2	104	-12
COc1ccc(NC(=O)c2cc([N+](=O)[O-])ccc2N2CCCC2)cc1	41	13	1	1	/	-2.6	-2.3	101	-3
COc1ccc(S(=O)(=O)N2CCCC2C(=O)Nc2ccc(C(C)=O)cc2)cc1 (stereo not given)	-22	6	-5	-5	5	-2.0	-1.0	98	-9
O=C(OCc1cc(=O)n2c(n1)sc1ccccc12)c1ccc2c(=O)n3c(nc2c1)CCC3	35	34	/	/	-1	/	/	104	1
CCCCCC(=O)NC(Nc1ccc(S(N)(=O)=O)cc1)C(Cl)(Cl)Cl (stereo not given)	-1	-3	-5	-10	5	-3.2	-2.6	98	7
CCN(CC)S(=O)(=O)c1ccc(C(=O)N2CCCCC2)cc1	-12	20	-8	-6	0	-1.4	-1.8	107	-6
O=C(NC(=S)Nc1ccc2c(c1)OCCO2)c1ccco1	38	13	-21	2	-5	0.9	-1.8	109	7
c1ccc2nc(N3CCOCC3)c(N3CCOCC3)nc2c1	22	12	-1	-2	2	-1.6	-0.3	102	1
Nc1nnc(CSCc2ccc(Cl)cc2)s1	-7	8	-1	0	1	-2.0	-2.5	97	2
O=C(N/N=C/c1ccc([N+](=O)[O-])s1)c1cccc(Br)c1	-7	24	10	4	-1	-5.3	-4.9	113	-2
O=S(=O)(CC(c1ccccc1)N1CCCCC1)c1ccc(Cl)cc1 (stereo not given)	15	5	-6	7	/	-4.5	-2.7	102	-26
